EPAC1 antagonist: qHTS for Antagonist of cAMP-regulated guanine nucleotide exchange factor 3 (EPAC1): primary screen. Rap guanine nucleotide exchange factor 3 (Homo sapiens), O95398. EPAC1 GEF assay, Rap1b-BODIPY-GDP exchange fluorescence. Potency, µM (doses to about 115 µM), for inactives: top-dose activity change, negative = inhibition, usual class: inhibitors. 0.14% of 360,000 active;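 also: potency is read from the fitted curve at half-maximal effect; plate controls were vehicle for no effect and positive control for full effect; nearly all actives have a fitted effect of over 50% in size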
PI5P4K alpha inh: qHTS for Inhibitors of phosphatidylinositol 5-phosphate 4-kinase (PI5P4K) | AID 652105, 2013 | 1.2% of 330,000 active | max response, % | PI5P4Kalpha enzyme, ADP-Glo luminescence, 60 min; active compounds read low | Phosphatidylinositol 5-phosphate 4-kinase type-2 alpha (Homo sapiens), P48426; active = max response of -50% or lower; inconclusive = between -30% and -50%; inactive = -30% or higher; also: value at the top dose of about 77 µM; % is scaled to controls: 0 for no effect and ±100 for the full control effect
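PI5P4Kalpha ADP-Glo assay; 5 microM ATP final; 60 min RT reaction; HEPES pH 7.4/EGTA/CHAPS, 5% DMSO; controls lacking substrate or enzyme; luminescent end-point.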
WRN helicase inh: qHTS for Inhibitors of WRN Helicase; Bifunctional 3'-5' exonuclease/ATP-dependent helicase WRN (Homo sapiens), Q14191; WRN helicase unwinding, fluorescent forked duplex, kinetic; Potency, µM (highest dose often 114 µM), inactives show top-dose activity change, negative = inhibition, actives largely listed as inhibitors; 0.46% of 360,000 active; AID 651768, 2012; also: potency is read from the fitted curve at half-maximal effect; % is scaled to controls: 0 for no effect and ±100 for the full control effect; nearly all actives have a fitted effect of over 55% in size
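Enzyme (20 nM final) and test compound sit together 15 min at room temperature before substrate addition. Substrate is a single-forked duplex oligonucleotide (100 nM) labelled with fluorophore and quencher, with 2 mM ATP; helicase unwinding raises red fluorescence, read kinetically.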
EPAC2 ag: qHTS for Agonist of cAMP-regulated guanine nucleotide exchange factor 4 (EPAC2): primary screen; Potency, µM (top dose mostly 154 µM), for inactives: at the top dose activation, usual class: activators; 0.079% of 360,000 active; EPAC2 activation, biochemical qHTS; response scale: 100% = 6.5 mM cAMP response; Rap guanine nucleotide exchange factor 4 (Homo sapiens), Q8WZA2; also: potency is read from the fitted curve at half-maximal effect; nearly all actives have a fitted effect of over 50% in size
Target sequence (Q8WZA2 whole entry, looked up): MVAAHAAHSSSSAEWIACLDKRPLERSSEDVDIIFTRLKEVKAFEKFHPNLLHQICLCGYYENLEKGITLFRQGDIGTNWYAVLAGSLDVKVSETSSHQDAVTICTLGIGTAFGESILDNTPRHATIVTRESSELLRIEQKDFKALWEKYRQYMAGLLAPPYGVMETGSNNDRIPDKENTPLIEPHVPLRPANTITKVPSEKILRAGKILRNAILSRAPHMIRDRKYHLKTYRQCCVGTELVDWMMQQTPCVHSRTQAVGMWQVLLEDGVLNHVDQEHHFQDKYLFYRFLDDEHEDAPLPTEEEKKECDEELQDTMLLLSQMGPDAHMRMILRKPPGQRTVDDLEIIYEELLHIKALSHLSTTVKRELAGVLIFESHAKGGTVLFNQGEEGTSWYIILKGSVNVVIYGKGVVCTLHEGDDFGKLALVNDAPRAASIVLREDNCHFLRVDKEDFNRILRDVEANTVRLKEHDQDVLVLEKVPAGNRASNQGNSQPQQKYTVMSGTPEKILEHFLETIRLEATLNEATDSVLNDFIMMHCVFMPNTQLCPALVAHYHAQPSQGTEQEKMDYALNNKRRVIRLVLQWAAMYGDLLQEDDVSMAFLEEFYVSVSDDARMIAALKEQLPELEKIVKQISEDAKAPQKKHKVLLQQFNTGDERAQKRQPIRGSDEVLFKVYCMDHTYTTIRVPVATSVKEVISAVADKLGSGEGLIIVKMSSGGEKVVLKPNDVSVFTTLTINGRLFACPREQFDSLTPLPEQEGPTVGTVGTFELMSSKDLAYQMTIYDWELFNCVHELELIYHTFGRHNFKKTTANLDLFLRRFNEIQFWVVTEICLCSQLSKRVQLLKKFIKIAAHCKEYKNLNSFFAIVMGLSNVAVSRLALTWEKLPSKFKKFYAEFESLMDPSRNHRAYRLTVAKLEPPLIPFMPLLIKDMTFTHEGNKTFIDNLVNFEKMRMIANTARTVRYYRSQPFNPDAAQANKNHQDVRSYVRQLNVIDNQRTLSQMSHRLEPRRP
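qHTS, titration series. 100 nM EPAC2 / 250 nM Rap1B-BODIPY-GDP / 50 uM GDP; RT; ex 480/em 540 nm, 5-min reads to 30 min. Norm. to 6.5 mM cAMP = activation.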
EPAC1 agonist: qHTS for Agonist of cAMP-regulated guanine nucleotide exchange factor 3 (EPAC1): primary screen. EPAC1 agonist qHTS, biochemical assay; response scale: 100% = response to 6.5 mM cAMP. Potency, µM (titrated, usually from 154 µM), without a hit: top-dose activation, usual class: activators. 0.073% of 360,000 active; also: potency is read from the fitted curve at half-maximal effect; nearly all actives have a fitted effect of over 60% in size
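EPAC1 100 nM, Rap1B–BODIPY-GDP 250 nM, unlabeled GDP 50 uM; compound titration; 5 min RT; kinetic read ex480/em540 at 5-min intervals ×30 min; data normalized to 6.5 mM cAMP agonist control.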
PLK1 PBD block: qHTS for Inhibitors of PLK1-PDB (polo-like kinase 1 - polo-box domain): Primary Screen; AID 720504, 2013; Serine/threonine-protein kinase PLK1 (Homo sapiens), P53350; Plk1 PBD binding of FITC phosphopeptide, fluorescence polarization; Potency, µM, for inactives: max response, negative = inhibition, most hits filed as inhibitors; 2.8% of 360,000 active; also: potency is read from the fitted curve at half-maximal effect; series mostly up to about 57 µM; % is scaled to controls: 0 for no effect and ±100 for the full control effect; nearly all actives have a fitted effect of over 65% in size
CCT chaperon mod: High-Throughput Screening for Modulators of Cytosolic Chaperonin Activity; purified chaperonin ATPase assay, HTRF ADP detection, 30 min; activity change, % (no concentration beside the values), hits read low; 0.3% of 360,000 active; AID 651819, 2012; in the data active = activity change below about -30%; also: % is scaled to controls: 0 for no effect and ±100 for the full control effect
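Enzyme 40 or 20 nM (batch-dependent) in Tris pH 7.4/KCl/MgCl2/DTT; cpd 76 uM single point; ATP 10 uM; 30 min 37 °C; Transcreener ADP HTRF detection, 30 min RT; ratio 665/615.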
IL-2 act: qHTS of IL-2 Activators. AID 652025, 2013. activation, % (series mostly up to about 46 µM). IL-2 activation reporter assay, cell-based qHTS; stimulated with anti-CD3/CD4/CD28 beads; in transgenic mouse T cells. 0.065% of 360,000 active; in the data active = activation above about 50%; inconclusive = mostly about 30% to 49%; also: 0% is about no effect
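Using fluorescent plate cytometry, EGFP and DsRed are detected in transgenic mouse T cells stimulated 18 h at 37 degrees C with antibody-coated beads after 60 min compound pretreatment.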
Numbers without * were called inactive. Unless noted, calls follow the shape of the dose curve; as a rule, active = well fitted curve in the direction sought with a large enough effect; inconclusive = small, poorly fitted or top-dose-only effect, or another doubt; inactive = no such curve, though single readings can be large; an effect the other way counts as inactive or inconclusive. Not all compounds are listed, so the mix of outcomes need not match the whole.

Screening CC(C)CC(=O)Nc1nnn(C)n1 returned EPAC1 antagonist 10%, PI5P4K alpha inh 1, WRN helicase inh 4%, EPAC2 ag -3%, EPAC1 agonist -1%, PLK1 PBD block -1%, CCT chaperon mod -1.8 and IL-2 act 0.8.
For O=C(COC(=O)c1ccc2c(c1Cl)C(=O)c1ccccc1C2=O)NC1CCCCC1 the results were EPAC1 antagonist 5%, PI5P4K alpha inh inconclusive, WRN helicase inh -19%, EPAC2 ag 6%, EPAC1 agonist 12%, PLK1 PBD block -11%, CCT chaperon mod 0.7 and IL-2 act -3.5.
For CN1C=CC(C(C(N)=O)c2ccccc2)c2ccccc21 (stereo unspecified) the results were EPAC1 antagonist 16%, PI5P4K alpha inh 1, WRN helicase inh 9%, EPAC2 ag 0%, EPAC1 agonist -2%, PLK1 PBD block -11%, CCT chaperon mod 0.0 and IL-2 act -2.6.
Screening O=C(CNS(=O)(=O)c1ccccc1Br)OCC(=O)N1CCc2ccccc21 returned EPAC1 antagonist -6%, PI5P4K alpha inh 1, WRN helicase inh -8%, EPAC2 ag 4%, EPAC1 agonist 8%, PLK1 PBD block -2%, CCT chaperon mod -1.1 and IL-2 act -2.0.
For CN(C(=O)n1cnc2ccccc21)c1ccccc1 the results were EPAC1 antagonist -21%, PI5P4K alpha inh 1, WRN helicase inh -6%, EPAC2 ag 0%, EPAC1 agonist -7%, PLK1 PBD block 0%, CCT chaperon mod 0.5 and IL-2 act -0.1.
Screening CCCCN1C(=O)C2C(c3ccc(OC)cc3O)NC(CC(C)C)(C(=O)O)C2C1=O (stereo unspecified) returned EPAC1 antagonist -10%, PI5P4K alpha inh 2, WRN helicase inh 1%, EPAC2 ag 8%, EPAC1 agonist -10%, PLK1 PBD block -27%, CCT chaperon mod -2.0 and IL-2 act -3.2.
Screening CC(C)CN1C(=O)c2ccccc2C1c1nnnn1-c1ccc2c(c1)OCCO2 (stereo unspecified) returned EPAC1 antagonist 2%, PI5P4K alpha inh 4, WRN helicase inh -6%, EPAC2 ag 2%, EPAC1 agonist -13%, PLK1 PBD block -5%, CCT chaperon mod 0.3 and IL-2 act 0.4.
Screening Cc1ccc(SCC(=O)Nc2ccccc2C(=O)O)cc1 returned EPAC1 antagonist 1%, PI5P4K alpha inh -7, WRN helicase inh 1%, EPAC2 ag -6%, EPAC1 agonist -3%, PLK1 PBD block -12%, CCT chaperon mod -4.5 and IL-2 act -2.3.
NC(=O)c1ccccc1N/C=C/C(=O)c1ccccc1 was read as EPAC1 antagonist -5%, PI5P4K alpha inh 0, WRN helicase inh -4%, EPAC2 ag 3%, EPAC1 agonist 3%, PLK1 PBD block 1%, CCT chaperon mod 1.4 and IL-2 act -1.1.
Screening Cc1cccc(NC(=O)C2CCN(S(=O)(=O)c3cccc4nsnc34)CC2)n1 returned EPAC1 antagonist 4%, PI5P4K alpha inh -2, WRN helicase inh 6%, EPAC2 ag -10%, EPAC1 agonist 1%, PLK1 PBD block -6%, CCT chaperon mod -1.9 and IL-2 act -0.6.
For COc1ccc(C(=O)NC(=S)NCCc2ccccc2)cc1 the results were EPAC1 antagonist -14%, PI5P4K alpha inh 7, WRN helicase inh -5%, EPAC2 ag 17%, EPAC1 agonist 6%, PLK1 PBD block -5%, CCT chaperon mod -16 and IL-2 act -0.2.
Screening Cc1cc(NC(=O)CSc2nc3ccsc3c(=O)n2CCCCC(=O)O)no1 returned EPAC1 antagonist -3%, WRN helicase inh -12%, EPAC2 ag 6%, EPAC1 agonist 1%, PLK1 PBD block -5%, CCT chaperon mod -0.5 and IL-2 act 1.9.
Screening NC(=O)NCCN1CCN(c2ncc(C(F)(F)F)cc2Cl)CC1 returned EPAC1 antagonist 8%, PI5P4K alpha inh 12, WRN helicase inh -3%, EPAC2 ag -7%, EPAC1 agonist -1%, PLK1 PBD block 9%, CCT chaperon mod -1.2 and IL-2 act -0.4.
For Cc1ccc(C(=O)c2ncc[nH]2)cc1 the results were EPAC1 antagonist -3%, PI5P4K alpha inh 3, WRN helicase inh 0%, EPAC2 ag 4%, EPAC1 agonist 8%, PLK1 PBD block -1%, CCT chaperon mod 1.8 and IL-2 act 1.5.
Screening O=C1C(=O)N(Cc2cccnc2)C(c2ccccn2)/C1=C(/O)c1ccccc1 (stereo unspecified) returned EPAC1 antagonist 0%, PI5P4K alpha inh 6, WRN helicase inh 6%, EPAC2 ag -5%, EPAC1 agonist 2%, PLK1 PBD block -1%, CCT chaperon mod 0.0 and IL-2 act -1.7.
Screening O=C(NCc1nc(-c2ccc(Cl)cc2)no1)c1ccc2c(c1)OCO2 returned EPAC1 antagonist -17%, PI5P4K alpha inh 1, WRN helicase inh 1%, EPAC2 ag 10%, EPAC1 agonist -3%, PLK1 PBD block -6%, CCT chaperon mod -3.3 and IL-2 act 1.9.
O=C(COC(=O)CNC(=O)c1ccc(Cl)c([N+](=O)[O-])c1)NCC1CCCO1 (stereo unspecified) was read as EPAC1 antagonist -1%, PI5P4K alpha inh 2, WRN helicase inh -7%, EPAC2 ag 8%, EPAC1 agonist 6%, PLK1 PBD block -6%, CCT chaperon mod 0.5 and IL-2 act 1.8.
Screening CC(=O)Nc1nc(CC(C)C)cc(-c2ccccc2)c1C#N returned EPAC1 antagonist 0%, PI5P4K alpha inh 0, WRN helicase inh 5%, EPAC2 ag 5%, EPAC1 agonist 13%, PLK1 PBD block -16%, CCT chaperon mod -2.8 and IL-2 act 1.3.
`CCOC(=O)COc1coc(CN2CCN(c3cccc(Cl)c3)CC2)cc1=O` gave EPAC1 antagonist -6%, PI5P4K alpha inh 4, WRN helicase inh 3%, EPAC2 ag 6%, EPAC1 agonist -8%, PLK1 PBD block 3%, CCT chaperon mod -0.5 and IL-2 act -0.8.
Screening Cc1cc(C(=O)NC(C)C2CC2)c(Cl)cc1Cl (stereo unspecified) returned EPAC1 antagonist -7%, PI5P4K alpha inh -2, WRN helicase inh 2%, EPAC2 ag 9%, EPAC1 agonist -2%, PLK1 PBD block -13%, CCT chaperon mod -13 and IL-2 act -0.4.
For CC1=C(C#N)C(=O)NC1(C)O (stereo unspecified) the results were EPAC1 antagonist 16%, PI5P4K alpha inh -6, WRN helicase inh 3%, EPAC2 ag -1%, EPAC1 agonist -3%, PLK1 PBD block -4%, CCT chaperon mod -1.6 and IL-2 act -1.7.
For Cc1ccc(C(=O)O)cc1NCc1cccnc1 the results were EPAC1 antagonist -4%, PI5P4K alpha inh 2, WRN helicase inh 1%, EPAC2 ag 10%, EPAC1 agonist 19%, PLK1 PBD block -11%, CCT chaperon mod 0.6 and IL-2 act -1.9.
`CCOC(=O)CC1NCCc2c1[nH]c1ccc(OC)cc21` (stereo unspecified) gave EPAC1 antagonist -8%, PI5P4K alpha inh 14, WRN helicase inh -1%, EPAC2 ag -9%, EPAC1 agonist -4%, PLK1 PBD block 9%, CCT chaperon mod -3.5 and IL-2 act 1.9.
COc1cc2c(cc1OC)CN(CC(=O)NC(=O)NC1CCCCC1)CC2 was read as EPAC1 antagonist 5%, PI5P4K alpha inh 7, WRN helicase inh -4%, EPAC2 ag 7%, EPAC1 agonist 7%, PLK1 PBD block -4%, CCT chaperon mod 0.8 and IL-2 act 5.1.
For O=C(NC1CCCc2ccccc21)c1ccc(Cl)nc1 (stereo unspecified) the results were EPAC1 antagonist -8%, PI5P4K alpha inh -11, WRN helicase inh inconclusive, EPAC2 ag 5%, EPAC1 agonist 9%, PLK1 PBD block -14%, CCT chaperon mod 0.8 and IL-2 act 0.0.
For Cc1cccc(C(=O)Nc2nnc(-c3ccncc3)o2)c1 the results were EPAC1 antagonist 2%, PI5P4K alpha inh 6, WRN helicase inh -10%, EPAC2 ag -10%, EPAC1 agonist 6%, PLK1 PBD block -4%, CCT chaperon mod -1.0 and IL-2 act 2.7.
Screening CCN(CC)c1ccc2cc(-c3nc4ccccc4n3C)c(=O)oc2c1 returned EPAC1 antagonist -15%, PI5P4K alpha inh -5, WRN helicase inh -2%, EPAC2 ag 11%, EPAC1 agonist 27%, PLK1 PBD block -2%, CCT chaperon mod -0.7 and IL-2 act 1.3.
COc1cc(C2/C(=C(\O)c3ccc4c(c3)CC(C)O4)C(=O)C(=O)N2CC2CCCO2)cc(OC)c1OC (stereo unspecified) was read as EPAC1 antagonist 4%, PI5P4K alpha inh 27, WRN helicase inh -23%, EPAC2 ag -7%, EPAC1 agonist 0%, PLK1 PBD block -3%, CCT chaperon mod -2.8 and IL-2 act -0.6.
For Cc1cc(C)n2nc(SCc3ccccc3)nc2n1 the results were EPAC1 antagonist -19%, PI5P4K alpha inh 2, WRN helicase inh 5%, EPAC2 ag 2%, EPAC1 agonist -1%, PLK1 PBD block 7%, CCT chaperon mod -1.4 and IL-2 act 1.0.
O=C(CCSc1nnc(-c2ccncc2)o1)Nc1ccc(Cl)cc1 was read as EPAC1 antagonist -15%, PI5P4K alpha inh -3, WRN helicase inh -12%, EPAC2 ag 1%, EPAC1 agonist 0%, PLK1 PBD block inconclusive, CCT chaperon mod -1.8 and IL-2 act 0.6.
Cc1ccc(C)c(SCC(=O)OCC(=O)NCc2ccccc2)c1 was read as EPAC1 antagonist -3%, PI5P4K alpha inh 9, WRN helicase inh -11%, EPAC2 ag 11%, EPAC1 agonist 7%, PLK1 PBD block -7%, CCT chaperon mod 0.7 and IL-2 act -2.0.
`COc1ccc(-c2cnnn2-c2ccc(NC(=O)c3ccc(S(=O)(=O)N4CCCCC4)cc3)cc2)cc1` gave EPAC1 antagonist -13%, PI5P4K alpha inh 4, WRN helicase inh -17%, EPAC2 ag 7%, EPAC1 agonist 7%, PLK1 PBD block -2%, CCT chaperon mod -4.4 and IL-2 act 1.2.

From PubChem BioAssay
